Bioassay records: PubChem BioAssay, National Center for Advancing Translational Sciences (NCATS)
S3 lipid droplet – qHTS Assay for Lipid Storage Modulators in Drosophila S3 Cells | Drosophila S3 cells, BODIPY lipid droplet fluorescence, 18-24 h; cells fed with added oleic acid | lipid storage change, negative = inhibition, % at the top dose, mostly 46.1 µM; hits show Potency in µM | 320,000 compounds, 0.64% hits; active = well fitted inhibition curve with a large enough effect in the signal ratio, with a control signal flat, not every such curve was filed as active; inconclusive = small, poorly fitted or top-dose-only effect, or effect the other way, or a change in a side signal; the % refers to the signal ratio
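Laser-scanning cytometry quantifies lipid droplet accumulation (500–530 nm total intensity; droplet/cell object ratio) in oleic acid-fed (400 uM added) Drosophila S3 cells treated with a concentration series. 20 uM Triacsin C defined 100% inhibition.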
S3 lipid droplet cell count max – further read-out of S3 lipid droplet, marked with its call; cell number change, %; measured here: cell count max response;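 cells counted by Cell Tracker Red CMTPX staining in the red channel; peak over a dose series mostly up to 46.1 µM; percent activity relative to internal control wells on each plate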
* = called active by the depositor; i = inactive; ? = inconclusive; . = no result given. % is set by controls: 0 for no effect and ±100 for the full control effect; potency is the fitted concentration of half-maximal effect. Only part of the results is shown, so the mix of outcomes need not match the whole.

Start of the listing, in advance, seven compounds:
no.	structure	S3 lipid droplet	S3 lipid droplet cell count max
1	Cc1cc2c(cc1C)/C(=N/NC(=O)c1ccccn1)CCC2	6%	15
2	c1ccc2c(c1)oc1c(Nc3ccc4c(c3)OCCO4)ncnc12	?	.
3	CCOCCNC(=O)c1ccc2c3c(cccc13)CC2	?	.
4	CCOc1ncccc1C(=O)OCC(=O)c1ccc(OC)c(OC)c1	1%	9
5	Cc1nn(CC(=O)Nc2ccc(Cl)cc2Cl)c(=O)c2ccccc12	?	.
6	CC(C(=O)NN)n1nnc(N2CCOCC2)n1 (stereo not given)	-5%	.
7	CCc1ccc(NC(=O)CSc2nnc(CC)c(CC)n2)cc1	?	.

The whole of this part (from the top)
no.	structure	S3 lipid droplet	S3 lipid droplet cell count max
1	Cc1cc2c(cc1C)/C(=N/NC(=O)c1ccccn1)CCC2	6%	15
2	c1ccc2c(c1)oc1c(Nc3ccc4c(c3)OCCO4)ncnc12	?	.
3	CCOCCNC(=O)c1ccc2c3c(cccc13)CC2	?	.
4	CCOc1ncccc1C(=O)OCC(=O)c1ccc(OC)c(OC)c1	1%	9
5	Cc1nn(CC(=O)Nc2ccc(Cl)cc2Cl)c(=O)c2ccccc12	?	.
6	CC(C(=O)NN)n1nnc(N2CCOCC2)n1 (stereo not given)	-5%	.
7	CCc1ccc(NC(=O)CSc2nnc(CC)c(CC)n2)cc1	?	.
8	OCC1CCCCN1C(=S)Nc1cccc(Cl)c1 (stereo not given)	?	.
9	COc1ccc(S(=O)(=O)N(C)CC(=O)Nc2ccc3c(c2)OCCO3)cc1	?	.
10	O=C(NCc1cccs1)C(=O)c1c[nH]c2ccccc12	3%	1
11	CSc1ccc(/C=C/C(=O)OCC(=O)c2ccc[nH]2)cc1	?	.
12	CCOc1ccc(N=c2cc(-c3ccc(OC)cc3)oc3ccccc23)cc1	?	.

no.	structure	S3 lipid droplet	S3 lipid droplet cell count max
13	Cc1nnc(SCC(=O)N(C)CC(=O)Nc2ccc(F)cc2)n1Cc1ccccc1	?	.
14	CCCc1nc(N)sc1C(=O)OCC	-7%	0
15	C=CCSC1=C(C#N)C(c2ccccc2OCC)C(C#N)C(=O)N1 (stereo not given)	?	.
16	Cc1ccc(NC(=O)Cn2c(O)c(N=NC(N)=O)c3ccccc32)cc1	-15%	-8
17	CC(C)CC(=O)Nc1ccc(C(=O)COC(=O)C2CCC2)cc1	i	5
18	COc1ccc(C(=O)COC(=O)C(CCSC)NC(=O)COc2ccccc2)cc1 (stereo not given)	8%	-12
19	OCC1CCCCN1C(=S)NCc1ccco1 (stereo not given)	?	.
20	CCCCNC(=O)CN1C(=O)C(CC)Oc2ccc(Cl)cc21 (stereo not given)	?	.
21	CC(C)(C)OC(=O)NCCc1nnc(SCc2cccc(Cl)c2)o1	i	.
22	Cc1ccc(SCC(=O)c2cc(C)c(O)c(C)c2)cc1	?	.
23	COC(=O)c1c(NC(=O)c2ccc(Br)s2)sc2c1CCC2	?	.
24	Cc1ccccc1NS(=O)(=O)c1nnc(NC(=O)c2ccccc2F)s1	?	.

no.	structure	S3 lipid droplet	S3 lipid droplet cell count max
25	CCOc1ccc(NC(=O)CN(C)C(=O)c2ccccc2SCC(=O)N2CCCC2)cc1OCC	?	.
26	C/C(=N\NC(=O)c1nnn(-c2nonc2N)c1CN(C)c1ccccc1)c1cccc(O)c1	?	.
27	CC(=O)c1ccc(S(=O)(=O)N2CCN(C(=O)C3CCCC3)CC2)cc1	i	15
28	O=C(CSc1nc2ccsc2c(=O)n1CC1CCC(C(=O)O)CC1)c1ccc(Cl)cc1 (stereo not given)	5%	-3
29	COc1cccc(-c2nn(-c3ccccc3)cc2CN(C)C(C)c2ccncn2)c1 (stereo not given)	9%	21
30	Cn1c(NC(=O)CC(C)(C)C)cc(=O)n(C)c1=O	?	.
31	Cc1cc2nc(-c3ccncc3)cc(C(F)(F)F)n2n1	6%	12
32	O=C(Nc1ccon1)C12CC3CC(C1)CC(n1cnc([N+](=O)[O-])n1)(C3)C2	?	.
33	Cc1cccc(NC(=S)NC(NC(=O)OCc2ccccc2)C(Cl)(Cl)Cl)c1 (stereo not given)	?	.
34	CCN1C(=O)[C@@H]2[C@@H](c3ccc(SC4CCCCC4)cc3)N3CCC[C@@]3(C(=O)OC)[C@@H]2C1=O	?	.
35	COc1ccccc1N1CCN(CCCCOc2cccc3ccccc23)CC1	?	.
36	Cc1ccc(SCC(=O)OCC(=O)NCCc2ccccc2)cc1	?	.

no.	structure	S3 lipid droplet	S3 lipid droplet cell count max
37	COc1ccc(OC)c(NC(=O)CSc2nc3nc(C)cc(C)n3n2)c1	?	.
38	COC(=O)CN(C(=S)Nc1ccccc1)C1CC(=O)N(c2ccc(OC)cc2)C1=O (stereo not given)	-14%	-9
39	CC(CCc1ccccc1)N1CCN(Cc2ccccc2)CC1 (stereo not given)	?	.
40	Cc1ccc(S(=O)(=O)N2CCOC23CCN(S(=O)(=O)c2c(C)cc(C)cc2C)CC3)cc1	?	.
41	COc1cccc(NC(=O)CN(C)C(=O)CC(NC(=O)c2ccccc2Cl)c2ccccc2)c1 (stereo not given)	?	.
42	COc1cccc(-n2c(SCC(N)=O)nc3ccccc3c2=O)c1	?	.
43	CCn1cc(Cl)c(C(=O)Nc2c(C)nn(Cc3c(F)c(F)c(F)c(F)c3F)c2C)n1	?	.
44	Cc1ccc(S(=O)(=O)N(CC(=O)Nc2ccc(F)cc2)C(=O)N2CCN(C)CC2)cc1	?	.
45	CCOc1ccc(-c2cc(C(=O)NCCCN3CCOCC3)c3ccccc3n2)cc1	?	.
46	Cc1ccc(C)c(NC(=O)NC2CCCCCCC2)c1	?	.
47	CCCn1nc(NC(=O)C2CCCO2)c2cc3ccc(C)cc3nc21 (stereo not given)	22%	16
48	C[C@H](N)c1nnc(SCC(=O)N(C)C)o1	?	.

no.	structure	S3 lipid droplet	S3 lipid droplet cell count max
49	Cc1cccc([C@@H]2[C@@H]3C(=O)N(Cc4ccccc4)C(=O)[C@@H]3[C@]3(Cc4ccccc4)C(=O)N(c4cccc(F)c4)C(=O)N23)c1	?	.
50	CC(C)CC[n+]1ccccc1/C=C/c1ccc(N(C)C)cc1	?	.
51	CCn1nnc(NC(=O)c2c(OC)cccc2OC)n1	?	.
52	O=C(c1cccc(S(=O)(=O)NCc2ccccc2)c1)N1CCN(Cc2ccccc2)CC1	i	.
53	Cc1cc(S(=O)(=O)n2[nH]c(=O)c(CCO)c2C)c(Cl)cc1Cl	?	.
54	O=C(CSc1ncnc2sc(-c3ccccc3)cc12)NC1CCS(=O)(=O)C1 (stereo not given)	?	.
55	O=C1CCN(CCc2ccccc2)CCN1CCO	?	.
56	CCOC(=O)c1cc(NC(=O)c2c(C)noc2C)cc(C(=O)OCC)c1	?	.
57	Fc1ccc(-c2n[nH]c(=S)c3ccccc23)cc1	-11%	-14
58	CCCC1(CCC)NC(=O)N(CC(=O)Nc2cccc(OC)c2)C1=O	-4%	-1
59	Cc1ccc(C(C(=O)NC2CCCC2)N(Cc2ccc(F)cc2)C(=O)c2csnn2)o1 (stereo not given)	-2%	0
60	CCCCCCCn1c(=O)c(C(=O)OC)c(N)c2ccccc21	?	.

no.	structure	S3 lipid droplet	S3 lipid droplet cell count max
61	O=C(CCN1C(=O)/C(=C/c2ccccc2Cl)SC1=S)NC1C=CS(=O)(=O)C1 (stereo not given)	?	.
62	CCOc1ccc(C(=O)CCC(=O)Nc2ccc(C)cn2)cc1	25%	6
63	COC(=O)C1=C(C)N(Cc2ccco2)C(=O)C1	?	.
64	COc1cccc(-c2noc(-c3ccc4c(c3)OCO4)n2)c1	0%	-11
65	O=C(/C(=C/O)N=Nc1ccccc1Cl)c1ccccc1	?	.
66	CN(/N=C/c1cccnc1)c1cnc2ccccc2n1	?	.
67	Cc1c(CCOC(=O)C23CC4(C)CC(C)(CC(C)(C4)C2)C3)sc[n+]1CC(=O)c1ccccc1	18µM*	-54*
68	Cn1c(N)c(C(=O)COC(=O)C2(c3ccccc3F)CCCC2)c(=O)n(C)c1=O	13%	-16
69	COc1ccc(C(=O)Nc2cccnc2Sc2ccc(Cl)cc2)cc1	10%	13
70	CCN1CCN(c2ccc(NC(=O)c3ccc4c(c3)[nH]c(=O)n4Cc3ccc(F)cc3)cc2)CC1	?	.
71	O=C(Nc1ccc(F)cc1)c1ccc(NC(=O)C2CCCO2)cc1 (stereo not given)	?	.
72	O=C(NCCO)c1cc2c(s1)CCC2	13%	-12

Single records, from the list above. Screens in order: S3 lipid droplet, S3 lipid droplet cell count max
`CCN1CCN(c2ccc(NC(=O)c3ccc4c(c3)[nH]c(=O)n4Cc3ccc(F)cc3)cc2)CC1` reads ?, .
`O=C(CCN1C(=O)/C(=C/c2ccccc2Cl)SC1=S)NC1C=CS(=O)(=O)C1` (stereo not given) reads ?, .

Other compounds follow.
no.	structure	S3 lipid droplet	S3 lipid droplet cell count max
73	Clc1ccc(CNc2ncccn2)cc1	?	.
74	COc1ccc(C)cc1S(=O)(=O)N1CCCCCC1	0%	6
75	Cc1nc2ccc([N+](=O)[O-])cc2c(=O)n1Cc1ccc([N+](=O)[O-])cc1	29%	-5
76	Cc1ccc(SC(C)C(=O)N2CCC(C(N)=O)CC2)cc1 (stereo not given)	15%	3
77	CCCC(=O)Nc1ccc(C(=O)NNC(=S)NC(=O)c2ccc(Br)o2)cc1	?	.
78	CCOC(=O)N1CCC(NC(=O)c2ccc3c(c2)N(C)CCS3)CC1	?	.
79	O=C(Nc1ccc2c(c1)OCO2)c1cccs1	?	.
80	Cc1ccc(CN2CCNC(=O)C2CC(=O)NCCCn2cccn2)o1 (stereo not given)	?	.
81	Cc1[nH]nc(-c2ccc(OCc3cnn(-c4ccccc4)c3)c(C)c2O)c1Oc1ccccc1	?	.
82	CC(C)c1ccc(N=C2N=C(N)c3ccccc32)cc1	-4%	-1
83	COc1ccccc1S(=O)(=O)n1cc(Cc2ccccc2)c(N)n1	3%	5
84	COc1ccc(C(=O)Nc2cc(OC)cc3cccnc23)cc1	19%	-1

no.	structure	S3 lipid droplet	S3 lipid droplet cell count max
85	Cc1cc(NC(=O)CCSc2nc(-c3ccco3)cc(C(F)(F)F)n2)n(-c2ccccc2)n1	11%	-12
86	CCC(CO)Oc1cc(NC(=O)c2ccc(C)cc2)c2ncn(C(C)C)c2c1 (stereo not given)	?	.
87	Cc1cccc(NS(=O)(=O)c2cc(C(=O)N3CCOCC3)ccc2Cl)c1	?	.
88	COc1ccc(CNC(=O)/C=C/C(=O)O)cc1	-13%	-4
89	COc1ccc(OC)c(S(=O)(=O)N2CCC(C(=O)N3CCOCC3)CC2)c1	i	23
90	NC(=O)NCCCC(=O)O	-7%	-16
91	O=C(COc1ccc(Cl)cc1)N1CCN(S(=O)(=O)c2ccccc2)CC1	?	.
92	Cc1ccc(CN2CCN(Cc3ccc4cc(F)ccc4n3)CC2CCO)o1 (stereo not given)	-3%	18
93	CC1=C(C(=O)OC2CCCCC2)C(c2ccccc2Br)NC(=O)N1 (stereo not given)	?	.
94	CCOC(=O)c1oc2nc(C)c3c(c2c1N)CC(C)(C)OC3	?	.
95	Cc1ccc(NC(=O)Cn2nc(C)c3ccccc3c2=O)cc1F	?	.
96	CCCn1c(N)c(Sc2ccc([N+](=O)[O-])cc2)c(=O)n(CCC)c1=O	?	.

no.	structure	S3 lipid droplet	S3 lipid droplet cell count max
97	CCc1nnc(NC(=O)CSc2nnc(C)n2-c2ccc(C)cc2)s1	i	.
98	O=C(NC1CCCc2ccccc21)C12CC3CC(CC(O)(C3)C1)C2 (stereo not given)	4%	10
99	O=S(=O)(Cc1ccc(Cl)cc1)C1CCCCC1O (stereo not given)	23%	10
100	O=c1c2ccccc2oc2ccc(NCCCn3ccnc3)cc12	?	.
101	Cc1ccc(S(=O)(=O)Nc2n[nH]nc2C(=O)NC2CCCCC2)cc1	-12%	-25
102	CC1(C)CC(=O)C(C=NCC(N)=O)=C(O)C1	1%	17
103	O=C(CSc1nc(-c2ccccc2)cc(=O)[nH]1)Nc1ccccc1	-17%	-17
104	Cc1ccc(S(=O)(=O)N2CCC(C(=O)Nc3ccc(C(C)C)cc3)CC2)cc1	?	.
105	O=C1CC(N2CCN(c3ccccc3)CC2)C(=O)N1c1ccc2c(c1)OCCO2 (stereo not given)	5%	1
106	CSCC[C@H](NC(=O)[C@@H]1Cc2ccccc2CN1)C(=O)Nc1ccc2c(c1)OCO2	?	.
107	CCc1cc(=O)oc2cc(OC(C)=O)cc(OC(C)=O)c12	?	.
108	O=C(Nc1ccc(Cl)cn1)c1ccc2ccccc2n1	?	.

no.	structure	S3 lipid droplet	S3 lipid droplet cell count max
109	CCN(CC(=O)Nc1ccccc1OC)C(=O)c1ccc2[nH]c3c(c2c1)CC(C)CC3 (stereo not given)	?	.
110	CC(=O)Nc1ccc(NC(=O)Nc2cccc(Cl)c2)cc1	?	.
111	Nc1c(C(=O)NCCN2CCOCC2)c2nc3ccccc3nc2n1-c1ccc2c(c1)OCO2	?	.
112	CC(C)C(=O)Nc1ccc(O)c(-c2csc(N)n2)c1	3%	12
113	CN1CCC(OC(=O)c2cc3cc(Br)ccc3oc2=O)CC1	i	-14
114	COc1ccc(NC(=S)N2CCc3ccccc3C2)cc1OC	?	.
115	Clc1ccc(-c2ncc3ccccn23)c(Cl)c1	-25%	-14
116	CC(C)C(c1nnnn1Cc1ccccc1)N(Cc1ccco1)Cc1cccs1 (stereo not given)	?	.
117	Cc1nc2c(sc3nc(N4CCOCC4)c4c(c32)CC(C)(C)OC4)c(-c2ccc(Cl)cc2)c1C(=O)O	16µM*	-7.1*
